ADAM17 inh – ADAM17 inhibitors, primary screen, biochemical, QFRET | Disintegrin and metalloproteinase domain-containing protein 17 (Homo sapiens), P78536 | recombinant ADAM17, EDANS/DABCYL FRET peptide cleavage | inhibition, % at 6.95 µM | 370,000 tested, 0.83% active | AID 720648, 2013;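 active means inhibition above the mean of compounds lying between control limits plus 3 SD, set per campaign, cut at about 8.5% in these data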;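 further: 0% = DMSO-only wells as the low control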
Target sequence (P78536 215-824 limits assumed): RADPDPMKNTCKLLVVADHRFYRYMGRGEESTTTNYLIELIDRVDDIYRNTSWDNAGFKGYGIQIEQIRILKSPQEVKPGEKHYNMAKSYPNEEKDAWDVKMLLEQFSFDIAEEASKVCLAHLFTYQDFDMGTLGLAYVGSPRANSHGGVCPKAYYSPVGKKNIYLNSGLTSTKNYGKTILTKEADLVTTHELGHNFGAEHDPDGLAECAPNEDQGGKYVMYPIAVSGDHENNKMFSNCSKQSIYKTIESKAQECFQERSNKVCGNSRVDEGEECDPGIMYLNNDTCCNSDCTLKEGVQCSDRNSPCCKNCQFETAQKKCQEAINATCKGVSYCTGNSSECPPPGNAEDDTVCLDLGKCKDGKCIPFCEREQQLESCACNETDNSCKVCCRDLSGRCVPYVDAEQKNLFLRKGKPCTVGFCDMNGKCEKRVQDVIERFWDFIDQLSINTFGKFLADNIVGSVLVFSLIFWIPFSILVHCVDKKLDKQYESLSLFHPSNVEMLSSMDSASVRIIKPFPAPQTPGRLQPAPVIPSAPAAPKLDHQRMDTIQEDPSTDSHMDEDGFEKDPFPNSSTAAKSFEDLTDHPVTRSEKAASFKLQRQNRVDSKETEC
DAX1 inh-1 – DAX1 (NR0B1) inhibitors, primary screen, cell-based, HEK293, Gal4-DAX1, luciferase luminescence; Nuclear receptor subfamily 0 group B member 1 (Homo sapiens), P51843; HEK293 Gal4-DAX1 luciferase reporter; inhibition, % at 6.75 µM; 340,000 tested, 0.99% active; AID 504766, 2011;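 active means inhibition above the mean over all tested compounds plus 3 SD, cut at about 4.2% in these data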;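 further: 0% = DAX1-transfected cells with DMSO and 100% = empty-vector control cells with DMSO; inhibition shows as a rise in luminescence from relieved DAX1 repression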
NR1D1 modulator – modulators of Rev-erb alpha DNA binding, primary screen, biochemical, FITC-DNA, fluorescence polarization, uHTS; Rev-erbα–FITC-DNA binding, 90 min; activity, % at 10 µM; 370,000 tested, 0.79% active;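 active means activity above about 14%, limit read from the data; passing the limit was not always enough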;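 further: 0% = DMSO wells with 35 nM protein and 100% = DMSO wells with 750 nM protein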
DAX1 inh-2 – DAX1 (NR0B1) inhibitors on StAR promoter, primary screen, cell-based, luminescence, SF-1 (NR5A1), full-length DAX-1; HEK293T StAR-luciferase reporter, SF-1/DAX-1 repression relief; 370,000 tested, 1.1% active; AID 652010, 2013; inhibition, % at 6.8 µM;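 active means inhibition above the mean over all tested compounds plus 3 SD, cut at about 3.6% in these data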;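 further: 0% = DAX-1 cells with DMSO and 100% = cells lacking DAX-1 with DMSO; higher inhibition means more luminescence from relief of DAX-1 repression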
hcDAF-12 act – H. contortus DAF-12 nuclear receptor activators, primary screen, cell-based, luminescence, HEK293, lit1-tk-luc reporter; HEK293 hcDAF-12 lit1-tk-luc reporter; 0% DMSO, 100% Δ7-dafachronic acid; activation, % at 6.8 µM; 370,000 tested, 1.4% active; AID 652067, 2013;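 active means activation above the mean of all tested compounds plus 3 SD, cut at about 5.5% in these data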;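 further: 100% = response to 3 µM Δ7-dafachronic acid high control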
PLCg1 inh – PLC-gamma1 enzyme inhibitors, primary screen, biochemical, fluorescence, purified enzyme; fluorogenic substrate; inhibition, % at 12.2 µM; 370,000 tested, 0.84% active; in the data active means inhibition above about 9.5%
PLCb3 inh – human PLC-beta3 inhibitors, primary screen, biochemical, fluorescence; Purified PLC-beta3, fluorogenic substrate; 1-phosphatidylinositol 4,5-bisphosphate phosphodiesterase beta-3 (Homo sapiens), Q01970; 370,000 tested, 0.18% active; inhibition, % at 12.2 µM; in the data active means inhibition above about 11%;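 further: 0% = median of compound wells on plate and 100% = full blocker control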
hgDAF12 agonist – H. glycines DAF-12 receptor agonists, primary screen, cell-based, luminescence, HEK293, GAL4 fusion, UAS-luciferase; Nuclear hormone receptor DAF-12 (Heterodera glycines), GAL4 fusion; HEK293 GAL4-hgDAF12 UAS-luciferase reporter, agonist luminescence; normalized to butyrate control; activation, % at 6.8 µM; 370,000 tested, 1.8% active; AID 687014, 2013;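 active means activation above a cutoff set at the mean of all screened compounds plus 3 SD, cut at about 10% in these data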;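 further: 0% = DMSO wells and 100% = sodium butyrate wells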
ssDAF-12 act – S. stercoralis DAF-12 nuclear receptor activators, primary screen, cell-based, luminescence, HEK293, GRIP1 co-expression, lit1-tk-luc; Nuclear hormone receptor DAF-12 (Strongyloides stercoralis); HEK293 ssDAF-12/GRIP1 lit1-tk-luc reporter; % of 3 µM dafachronic acid response; activation, % at 6.8 µM; 370,000 tested, 1% active; AID 652126, 2013;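 active means activation above the mean over all tested compounds plus 3 SD, cut at about 0.9% in these data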;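 further: 0% = DMSO-only wells and 100% = 3 µM delta7-dafachronic acid wells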
MBD2 inh – inhibitors of MBD2 binding to methylated DNA, primary screen, biochemical, TR-FRET, DNA-binding domain, human | Methyl-CpG-binding domain protein 2 (Homo sapiens), Q9UBB5 | MBD2 binding to methylated oligonucleotide | inhibition, % at 4.4 µM | 370,000 tested, 0.31% active; in the data active means inhibition above about 13%
Target sequence (Q9UBB5 whole entry, looked up, the tested form may be a part): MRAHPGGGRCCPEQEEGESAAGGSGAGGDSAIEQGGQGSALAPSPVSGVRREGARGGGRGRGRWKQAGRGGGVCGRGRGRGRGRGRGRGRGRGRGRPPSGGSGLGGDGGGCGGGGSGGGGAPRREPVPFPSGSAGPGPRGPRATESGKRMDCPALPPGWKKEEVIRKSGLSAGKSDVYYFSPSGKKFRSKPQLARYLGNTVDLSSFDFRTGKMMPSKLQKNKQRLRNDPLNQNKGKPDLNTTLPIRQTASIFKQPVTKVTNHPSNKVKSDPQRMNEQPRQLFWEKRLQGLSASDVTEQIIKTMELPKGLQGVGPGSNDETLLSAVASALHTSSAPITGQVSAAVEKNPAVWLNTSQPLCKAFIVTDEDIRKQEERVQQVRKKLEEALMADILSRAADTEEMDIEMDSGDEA
SMARCA2 activ – SMARCA2 (BRM) function activators, primary screen, cell-based, luminescence, high throughput; MG213 cells, MMTV-luciferase reporter, dexamethasone, overnight; activation, % at 9.1 µM; 370,000 tested, 1% active; in the data active means activation above about 7.8%;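 further: 0% = vehicle wells and 100% = reference activator wells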
The depositor's hits bear a star; i = inactive; . = no result given.

SMILES	hcDAF-12 act	ssDAF-12 act	DAX1 inh-1	MBD2 inh	hgDAF12 agonist	DAX1 inh-2	SMARCA2 activ	ADAM17 inh	PLCg1 inh	PLCb3 inh	NR1D1 modulator
O=C(CCN1C(=O)c2ccccc2C1=O)Nn1cnnc1	3.2	-2.1	-0.8	-3	1.6	0.8	2	-2	4	1	-4
COc1cc(OC)c(C(=O)NC2CC(C)(C)NC(C)(C)C2)cc1OC	-1.3	-1.1	0.8	7	-0.3	0.0	-4	-7	0	2	2
CCCNS(=O)(=O)c1ccc(CCC(=O)Nc2ccc3c(c2)OCCO3)cc1	-1.0	-0.8	0.6	-3	1.1	0.1	1	0	5	6	-3
O=C(Cn1c(=O)cnc2ccccc21)N1CCN(S(=O)(=O)c2cccc([N+](=O)[O-])c2)CC1	0.0	-1.3	1.2	2	-1.8	-1.2	-1	-6	4	-3	0
COc1cccc(COC(=O)c2ccc(S(=O)(=O)N3CCC(C)CC3)cc2)c1OC	-0.6	-0.8	-0.3	4	2.3	1.5	-4	1	-1	-4	4
O=C(NN1CCOCC1)c1ccc([N+](=O)[O-])cc1	-0.1	-1.4	0.9	3	4.3	0.2	-2	-3	2	-1	-1
Cc1ccccc1-n1c(SCC(=O)c2c(N)n(C)c(=O)n(C)c2=O)nnc1-c1cccnc1	-0.6	-1.2	-1.6	6	-3.0	0.0	-4	-4	-2	-1	1
Cc1cc(C)c(C(=O)COC(=O)c2ccc(NC(=O)CC#N)cc2)cc1C	-2.6	-2.1	-0.8	-4	-0.2	-0.7	0	-2	-4	-14	6
O=[N+]([O-])c1ccc(-c2nnc(-c3ccccc3)c(N3CCOCC3)n2)cc1	0.3	-0.7	-0.3	1	1.0	1.3	-1	-4	4	4	1
C=C1CN(CC(=O)OC)S(=O)(=O)c2ccccc21	1.7	-0.9	0.7	-1	3.8	0.4	2	-1	0	2	0
CN(C)CCN1CCN(C2CN(Cc3cn(Cc4ccc(C(F)(F)F)cc4)nn3)S(=O)(=O)C2)CC1 (stereo not drawn)	1.1	-0.8	.	12	0.4	-0.2	-4	-2	1	2	3
CCOC(=O)c1nc2sc3c(c2c(=O)[nH]1)CCC(C)C3 (stereo not drawn)	-1.4	-1.5	1.3	2	1.8	0.8	0	-170	-166	-250	0
COCCn1c(-c2ccccc2)nc2ccccc21	-0.8	-1.0	2.3	1	7.4	-0.1	0	-3	-1	0	2
O=C(O)c1cc2n(n1)C(C(F)(F)F)CC(c1ccccc1)N2 (stereo not drawn)	1.0	-1.3	0.7	2	0.0	-0.3	-2	-1	-6	-7	-6
CCCOc1ccc(F)cc1-c1cc(C(=O)NCc2ccccc2OC)[nH]n1	-2.8	-1.4	.	0	-2.4	-2.2	-3	0	2	0	5
CCOC(=O)[C@@H]1[C@H]2COc3ccc(Br)cc3[C@@H]2N2C(=O)N(c3ccc(C(F)(F)F)cc3)C(=O)[C@@]12C	0.1	-0.4	0.7	4	0.6	0.2	0	-3	0	3	5
CCN(CC)c1ccc2c(cc1=O)[C@@H](NC)CCc1cc(OC)c(OC)c(OC)c1-2	-2.3	-0.6	-0.6	0	-5.6	0.1	0	-2	-6	-13	-1
Cc1[nH][nH]c(=O)c1C(c1ccc(-c2ccc(Cl)c(Cl)c2)o1)c1c(C)[nH][nH]c1=O	0.3	-1.4	-1.8	-3	-5.0	-1.4	0	1	0	-2	-1
O=C(NCCCN1CCCC1)c1ccc2c(c1)N(Cc1ccccc1F)C(=O)c1ccccc1S2=O (stereo not drawn)	-0.1	-0.7	0.1	-8	1.8	1.9	-2	3	3	-3	1
COc1cccc(C2C(C(=O)c3ccc(C)o3)=C(O)C(=O)N2c2cc(C)on2)c1 (stereo not drawn)	-0.6	-1.2	0.4	3	-1.7	0.2	-1	-6	-27	-48	-5
Cn1c(=O)c2cc(NC(=O)NCCc3ccccc3)ccc2n1Cc1ccc(F)cc1	-1.6	-1.6	.	-9	-0.5	-0.8	-2	i	-477	i	0
C#CCN1C(=O)[C@]2(OC[C@@H]3Cc4ccccc4[C@@H]3C=C2C)c2ccccc21	-1.7	-1.5	.	-1	0.3	-0.8	-1	0	-1	-2	2
COc1c(OC(C)=O)ccc(/C=C/c2ccc3cccc(OCc4ccccc4)c3n2)c1[N+](=O)[O-]	4.8	-0.9	-1.7	-3	4.4	-0.5	0	9.7*	-1	-5	0
COC(=O)/C=C1/SC(=Nc2ccc(Cl)c(Cl)c2)NC1=O	1.9	-1.0	.	-4	-1.7	-0.8	8	-1	0	-4	2
O=C1CC2c3cc(Br)ccc3CCN2C(=O)CN1Cc1ccccc1 (stereo not drawn)	-2.2	-0.9	.	-3	-2.4	-0.1	-4	-5	2	0	3
O=C(C[n+]1cc(-c2ccc(Cl)c(Cl)c2)n2c1CCC2)c1cccs1	-1.2	-0.9	-0.1	4	0.0	-0.3	-8	-3	-2	3	-4
O=C(CSc1nnc(-c2csc3c2CCCC3)o1)Nc1ccccc1	14*	2.1*	-0.2	2	18*	10*	3	1	1	0	-8
CC1CCCCC1NC(=O)c1nnc(Cc2ccc(Cl)cc2)o1 (stereo not drawn)	-1.6	-0.9	1.9	-6	-1.9	0.2	-1	-1	2	2	5
COc1cc(OC)cc(C(=O)Nc2nc(CC(=O)NCc3ccccc3OC)cs2)c1	-2.5	-1.7	-2.9	1	-5.7	-4.2	-1	2	-5	-4	5
CCn1c2ccccc2c2cc(NC(=O)Cc3ccc(S(=O)(=O)N4CCOCC4)s3)ccc21	0.5	-0.7	-0.8	-3	-0.6	-0.5	-5	7	0	-7	-1
CCOC(=O)CSc1ccc(S(=O)(=O)N2CCC(C)CC2)cc1[N+](=O)[O-]	0.0	-1.7	1.8	-1	-1.5	-0.4	2	-2	0	2	-7
CN1CCN(C(=O)c2ccc(CS(=O)Cc3ccc(Cl)cc3)o2)CC1 (stereo not drawn)	0.7	-0.8	0.6	0	0.1	0.1	-1	-6	1	-8	-1
Cc1ccccc1OCC(O)CN1C(=O)c2ccccc2C1=O (stereo not drawn)	1.0	-0.5	2.1	0	4.3	0.1	7	0	7	1	-1
COc1ccc(-n2cnc3c(sc4nccc(N(C)C)c43)c2=O)cc1	-0.7	-1.6	-0.2	2	1.3	-0.7	2	-38	-15	-44	5
CCNCC(=O)N1c2ccccc2CCc2ccc(NC(C)=O)cc21	1.1	-0.2	-2.1	-4	0.3	0.7	2	-1	1	0	3
Cc1c(C(=O)N/N=C/c2ccoc2)cccc1[N+](=O)[O-]	0.3	-1.0	1.0	1	0.9	0.1	3	0	5	-2	-2
O=C(O)CCCC(=O)NCCc1ccncc1	-1.1	-0.8	-0.6	-2	0.3	-0.8	-5	-4	-1	1	3
O=C(Oc1ccc(Cl)c2cccnc12)C12CC3CC(CC(C3)C1)C2	2.0	-0.5	1.6	-3	-0.8	0.4	-2	3	1	3	0
CC(C)c1ccc(C2OCCCO2)cc1	0.0	-0.9	-0.8	4	-2.7	-0.4	-3	-5	1	0	6
COc1c(Br)cc([N+](=O)[O-])c(OC)c1C(=O)NC(=O)Nc1nc(C)cc(C)n1	-1.8	-1.6	1.0	4	-0.9	0.1	2	-7	-2	1	-3
Cc1ccc(S(=O)(=O)N2CCOCC2)cc1C(=O)N1CC(C)OC(C)C1 (stereo not drawn)	0.4	-0.6	-0.1	-2	-0.4	-1.6	2	3	3	2	-2
CN(c1ccccc1)S(=O)(=O)c1ccc(C(=O)OCC(=O)NC(N)=O)cc1	0.1	-1.8	-0.6	1	-0.6	-0.4	3	-2	1	-8	0
Cc1ccc2c(c1)COc1c3ccc(C(=O)N[C@@H](CO)C(C)C)cc3nn1-2	-0.4	-0.9	-0.1	-6	8.8	-0.3	4	-112	-178	-182	-1
Cc1nn(C)cc1CNC(=O)c1ccc(F)cc1	-1.5	-1.5	-0.8	-1	-0.8	0.4	-1	2	4	-1	1
CC(=O)c1cc(Cl)ccc1OCc1cccc(S(=O)(=O)N2CCOCC2)c1	-2.8	-1.4	-0.4	-5	-4.1	-1.5	0	-2	0	-4	-1
Cc1ccc(S(=O)(=O)N2CCN(C(=O)COC(=O)CSc3ccccc3)CC2)c(C)c1	-0.5	-0.8	-1.1	1	0.3	-1.5	-1	-1	-2	-4	6
Cc1ccc(NC(=O)COC(=O)c2ccc(F)cc2Cl)c(Br)c1	1.2	-1.2	0.1	-1	-1.4	-0.4	-2	4	2	-3	3
CCOc1ccc(C(=O)CCC(=O)Nc2cccc(S(=O)(=O)N3CCCCC3)c2)cc1	-0.4	-1.5	1.0	-5	-1.4	0.8	-3	6	0	1	1
COc1ccccc1-n1c(CNC(=O)c2ccco2)n[nH]c1=S	0.0	-1.4	-0.3	7	-3.1	-1.2	-1	-3	1	-7	-8
O=C(N/N=C/c1ccncc1)NC12CC3CC(CC(C3)C1)C2	-1.5	-2.4	-1.0	1	0.2	0.5	-2	7	5	-3	4
CCOC(=O)c1c(NC(=O)CN2C(=O)NC3(CCC(CC)CC3)C2=O)sc(C)c1-c1ccc(C)cc1 (stereo not drawn)	-0.5	-0.9	-0.7	8	0.5	-0.4	-3	-4	5	-4	10
CCOC(=O)CNC(=O)N1CCC(CCC(=O)N(C)Cc2ccccc2)CC1	0.4	-1.0	2.4	7	-1.9	0.5	-1	-7	4	-1	4
CCOc1ccc(NC(=O)CN(C)C(=O)Cn2c(=O)oc3ccccc32)cc1OCC	-0.3	-0.1	-1.2	-1	2.1	-0.2	-3	-1	0	1	-3
O=C(OCc1cc2ccccc2[nH]c1=O)c1ccccn1	0.1	-1.1	-0.6	-1	-1.2	-0.1	0	-6	-2	-1	3
CC(=O)N1CCN(c2ccc(NCc3ccc(F)cc3)cc2)CC1	-1.2	-1.7	3.4	-2	-2.0	-1.7	-3	-20	-96	-120	0

Source: PubChem BioAssay (several laboratories)

Compounds were not picked by outcome; about 7.4% have a hit in one of these screens.
